# NPC1 promoter act = NPC1 promoter activation. Huh7 NPC1 promoter luciferase reporter, 24 h. Potency, µM (highest dose often 9.22 µM), without a hit: at the highest dose activation, usual class: activators. hit rate 2.4% among 320,000. AID 485313;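 note: potency is the fitted concentration of half-maximal effect; % of control where 0% means no effect; nearly all actives have a fitted effect of over 60% in size; reporter is driven by a mutant NPC1 promoter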
#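 In 1536-well qHTS, Huh7 cells harboring an NPC1 promoter–luciferase construct received compound for 24 h; activation was quantified by luminescence following luciferase reagent addition.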
# RORgamma inh = ROR gamma (mouse) transcription inhibition | P51450 | Drosophila S2 Gal4-RORgamma UAS-luciferase reporter, 20 h | Potency, µM (titrated, usually from 53.6 µM), for inactives: at the highest dose activity change, negative = inhibition, hits mostly inhibitors | hit rate 5.4% among 310,000 | AID 2551; note: potency is the fitted concentration of half-maximal effect; % is set by controls: 0 for no effect and ±100 for the full control effect; nearly all actives have a fitted effect of over 60% in size
# Target sequence (P51450 whole entry, looked up, the tested form may be a part): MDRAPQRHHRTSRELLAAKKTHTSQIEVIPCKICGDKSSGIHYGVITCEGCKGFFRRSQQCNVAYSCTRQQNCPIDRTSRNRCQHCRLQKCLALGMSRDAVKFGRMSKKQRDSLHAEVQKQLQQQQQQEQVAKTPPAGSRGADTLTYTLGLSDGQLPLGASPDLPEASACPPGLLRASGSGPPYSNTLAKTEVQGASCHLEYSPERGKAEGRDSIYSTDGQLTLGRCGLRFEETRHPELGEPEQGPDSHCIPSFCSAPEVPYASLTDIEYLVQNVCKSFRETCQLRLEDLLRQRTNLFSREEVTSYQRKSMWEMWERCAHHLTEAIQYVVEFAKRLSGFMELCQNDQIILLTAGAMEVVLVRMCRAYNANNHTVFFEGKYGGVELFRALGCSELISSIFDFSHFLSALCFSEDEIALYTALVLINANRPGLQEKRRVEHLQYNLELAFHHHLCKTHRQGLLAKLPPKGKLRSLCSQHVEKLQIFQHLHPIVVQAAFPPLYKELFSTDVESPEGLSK
#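 Using a luciferase readout, inhibitors were identified by reduced reporter activity in Drosophila cells coexpressing a copper-inducible Gal4–ROR gamma fusion and UAS-driven Photinus luciferase, incubated 20 hr after 700 uM copper sulfate.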
# Rab9 promoter act = Rab9 promoter activation | Huh7 Rab9 promoter-luciferase reporter, luminescence, 24 h | Potency, µM (series often up to 9.22 µM), for the others: top-dose activation, negative = inhibition, hits mostly activators | hit rate 2.8% among 320,000; note: potency is the fitted concentration of half-maximal effect; % of control where 0% means no effect; nearly all actives have a fitted effect of over 60% in size
#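 Measured in stably transfected Huh7 cells bearing a Rab9 promoter–luciferase construct: 24 h compound treatment at 37 °C, followed by luminescence detection.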
# FLuc modulator = inhibits or activates purified firefly luciferase, miR-21 counter-screen; purified FLuc, Km substrates, luminescence inhibition; hit rate 6.9% among 360,000; Potency, µM (doses to about 57.5 µM), without a hit: at the highest dose activity change, negative = inhibition, most hits filed as inhibitors;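 note: potency is the fitted concentration of half-maximal effect; plate controls were vehicle for no effect and reference inhibitor for full effect; nearly all actives have a fitted effect of over 55% in size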
#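 Purified P. pyralis luciferase (10nM final) with 10uM D-luciferin and 10uM ATP (Km levels) in 50mM Tris acetate pH 7.5, 10mM Mg acetate, 0.01% Tween-20, 0.05% BSA; qHTS 6-point titration, ~60 µM downward; luminescence read.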
# Giardia killer = kills Giardia lamblia; Giardia lamblia trophozoite viability; activity change, % at 7.66 µM, hits read low; hit rate 0.15% among 340,000; in the data active = activity change below about -80%; inconclusive = between about -30% and that limit;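 note: parasites exposed to compound for two days anaerobically before the ATP read; % is set by controls: 0 for no effect and ±100 for the full control effect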
#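 Luminescent ATP signal served as the viability read-out, measured 15-30 min after adding ATP detection reagent to trophozoites that had been incubated with compounds for 48 hrs at 37 deg C anaerobically at 100 cells/well.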
# VP16 counter = inhibits Gal4-VP16 luciferase reporter, ROR gamma counter-screen; Drosophila S2 Gal4-VP16 UAS-luciferase, luminescence, 20 h; Potency, µM (doses to about 53.6 µM), for the others: top-dose activity, negative = inhibition, usual class: inhibitors; hit rate 3.5% among 310,000; AID 2546;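 note: Gal4-VP16 expression switched on by copper sulfate through the metallothionein promoter; potency is the fitted concentration of half-maximal effect; % is set by controls: 0 for no effect and ±100 for the full control effect; nearly all actives have a fitted effect of over 50% in size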
# Menin MLL FP TR = menin-MLL binding inhibition, Texas Red mutant peptide | Menin + Texas Red MLL mutant peptide, fluorescence polarization | Potency, µM (titrated, usually from 61.6 µM), for inactives: at the top dose FP activity change, negative = inhibition, hits mostly inhibitors | hit rate 0.23% among 270,000 | AID 1768; active = well fitted inhibition curve with a large enough effect in the polarisation, with a control signal flat, not every such curve was filed as active; inconclusive = small, poorly fitted or top-dose-only effect, or effect the other way, or a change in a side signal; inactive = no such curve, though single readings can be large or run the other way; the % refers to the polarisation; note: potency is the fitted concentration of half-maximal effect; % of control where 0% means no effect; many of its hits are not listed in these tables
# p53 reactivator = mutant p53 re-activation in reporter cells | Potency, µM (titrated, usually from 92.2 µM), without a hit: top-dose activity change, positive = activation, actives largely listed as activators | H1299 p53-A138V BP100-luciferase reporter, luminescence, 24 h | hit rate 0.063% among 320,000 | AID 504706; note: potency is the fitted concentration of half-maximal effect; % of control where 0% means no effect; nearly all actives have a fitted effect of over 45% in size
#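 H1299 (p53-null), stable ts p53-A138V + BP100-Luc; 1000 cells/well, Opti-MEM/10% FBS; cpd 4 pt, 1:5; 24 h, 37 deg C, 5% CO2; detection reagent 10 min RT; luminescence.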
# BRCA1 expr up = BRCA1 expression activation; MCF7-BRCA1-FFLuc reporter, luminescence, 48 h; response scale: scaled: vehicle 0%, 10 µM genistein 100%; Potency, µM (top dose mostly 46.1 µM), inactives show at the top dose activation, hits mostly activators; hit rate 1.1% among 380,000; AID 624202; note: potency is the fitted concentration of half-maximal effect; nearly all actives have a fitted effect of over 80% in size; some results filed as inactive show a strong effect at the top dose
#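 Luminescence from a BRCA1-driven firefly luciferase in MCF7 cells was read after 48 h compound exposure at 37 C. Data normalized against DMSO and a 10microM genistein activation control, then curve-fitted across the titration.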
# PKM2 act = PKM2 (human) enzyme activation | purified PKM2, Kinase-Glo ATP luminescence, activation; response scale: 0% is enzyme alone, no compound | Potency, µM (top dose mostly 57.5 µM), inactives show at the highest dose activation, usual class: activators | hit rate 0.34% among 260,000 | AID 1631; note: potency is the fitted concentration of half-maximal effect; % is set by controls: 0 for no effect and ±100 for the full control effect; nearly all actives have a fitted effect of over 55% in size
# Target sequence (P14618 whole entry, looked up): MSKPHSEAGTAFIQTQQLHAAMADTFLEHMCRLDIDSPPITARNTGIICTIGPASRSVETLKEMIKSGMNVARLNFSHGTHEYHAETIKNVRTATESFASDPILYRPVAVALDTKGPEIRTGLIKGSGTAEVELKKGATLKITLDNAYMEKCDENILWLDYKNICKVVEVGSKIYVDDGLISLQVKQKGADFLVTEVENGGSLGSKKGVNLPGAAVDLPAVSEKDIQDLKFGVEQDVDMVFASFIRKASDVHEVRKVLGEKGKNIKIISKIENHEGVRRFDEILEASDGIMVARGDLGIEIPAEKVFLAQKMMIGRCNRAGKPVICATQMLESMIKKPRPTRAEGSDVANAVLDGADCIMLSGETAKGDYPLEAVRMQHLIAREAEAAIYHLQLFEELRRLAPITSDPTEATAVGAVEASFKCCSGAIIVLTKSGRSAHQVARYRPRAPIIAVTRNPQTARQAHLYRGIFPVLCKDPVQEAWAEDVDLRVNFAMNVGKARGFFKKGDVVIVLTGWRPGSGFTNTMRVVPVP
#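 hPK-M2, >95% pure; 0.1 mM ADP / 0.5 mM PEP final; imidazole pH7.2 buffer w/ 7 mM MgCl2, 50 mM KCl; 1 h RT; Kinase-Glo lum. Intermediate enzyme activity for dual inhibitor/activator qHTS.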
# ELG1 genotox = induces genotoxicity in HEK293T cells with luciferase-tagged ELG1 | HEK293T ELG1-luciferase reporter, luminescence, 16 h | Potency, µM (titrated, usually from 46 µM), for the others: top-dose activity change, positive = activation, most hits filed as activators | hit rate 1.3% among 330,000; note: potency is the fitted concentration of half-maximal effect; % of control where 0% means no effect; nearly all actives have a fitted effect of over 60% in size
#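 HEK293T cells expressing luciferase-tagged ELG1 were exposed to compound or DMSO vehicle for 16 hr at 37 °C and 5% CO2. Luciferase activity was then measured with ONE-Glo after 30 min at room temperature.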
# Starred values were filed as active, the others as inactive; ? = inconclusive; . = not tested or not shown; & = joins results of further samples; [ ] = remark or other dose. Unless noted, calls come from the whole dose curve; as a rule, active = well fitted curve in the direction sought with a large enough effect; inconclusive = small, poorly fitted or top-dose-only effect, or another doubt; inactive = no such curve, though single readings can be large; an effect the other way counts as inactive or inconclusive. The list is partial. The share of hits here may be higher or lower than overall.
smiles	Giardia killer	p53 reactivator	PKM2 act	BRCA1 expr up	ELG1 genotox	FLuc modulator	Rab9 promoter act	Menin MLL FP TR	NPC1 promoter act	RORgamma inh	VP16 counter
Cc1ccc(S(=O)(=O)N2CCC(C(=O)N[C@@H](C)C(=O)NCc3ccco3)CC2)cc1	-2.8	0.7%	-7.1%	-20.5%	0.0%	1.9%	-0.9%	-4.8%	-4.9%	-24.0%	0.6%
COc1cccc(CNC(=O)Cn2ccc3cc(S(=O)(=O)N4CCCC4)ccc32)c1OC	-11.1	-13.5%	1.5%	17.3%	-1.8%	0.1%&-1.6%	0.1%	-0.9%	-2.7%	0.0%	-5.7%
C/C(=N\N1CCCCC1)c1ccccc1O	0.1	-1.3%	.	-14.2%	-0.3%	?	-3.9%	16.2%	0.3%	-7.9%	-9.3%
O=C(c1ccc(F)cc1)N1CCN(c2ncccn2)CC1	-7.6	-8.6%	-5.3%	-11.8%	0.7%	-0.7%	-8.1%	0.7%	0.6%	3.5%	9.6%
Cc1ccc(OCC(=O)N/N=C\c2ccc(C)o2)c(C)c1	25.9	1.8%	15.3%	-3.2%	-0.1%	-13.1%	0.4%	?	-2.6%	-6.3%	-8.7%
C=CCOc1ccc(C2/C(=C(\O)c3ccc4c(c3)OCCO4)C(=O)C(=O)N2CCCN2CCOCC2)cc1 (configuration not stated)	14.2	16.9%	-3.2%	17.8%	1.6%	-1.1%	0.1%	2.4%	-5.1%	-25.4%	-0.9%
COC(=O)c1ccccc1NC(=O)CN(Cc1ccccc1)S(C)(=O)=O	6.5	-14.2%	-2.6%	3.6%	-3.8%	1.3%	-1.9%	3.5%	-0.1%	12.0%	3.2%
COC(=O)c1ccc(NC(=O)c2ccc3c(c2)C(=O)N(C)C3=O)cc1	-10.4	.	0.2%	-10.6%	2.8%	5.5%	6.3%	-1.4%	-1.8%	-1.5%[1.91 µM]	2.8%
O=C(NC1CCCC1)C(c1ccc(F)cc1)N(C(=O)c1csnn1)C1CC1 (configuration not stated)	0.2	0.2%	.	3.2%	1.0%	-19.6%	-0.3%	.	-1.2%	-8.2%	-0.7%
COc1ccc(S(=O)(=O)N2CC(C)N(C(=O)N(C)C)C2C)cc1 (configuration not stated)	21.8	1.6%	-2.3%	-7.1%	-1.6%	0.2%	0.9%	0.4%	-2.4%	-1.5%	-1.9%
CCOC(=O)c1cnc(SCc2ccc(C)cc2)nc1N	-22.2	?	7.0%	7.08µM*	23.1µM*	16.9µM*	22.6%	3.1%	?	22.7%	0.2%
Cc1nn(C)c2nc(-c3cccs3)cc(C(F)(F)F)c12	11.8	23.9%	-1.2%	1.2%	0.1%	0.3%	12.0%	-10.9%	0.5%	9.8%	17.8%
COc1ccc(Br)cc1C(=O)N/N=C/c1ccc2c(c1)n(C)c(=O)n2C	-17.2	-4.7%	2.8%	-9.3%	5.4%	2.0%	-4.7%	10.3%	-1.1%	-8.0%	-4.5%
COCCN1Cc2cccc(C(=O)Nc3ccc(-c4nc5ccccc5[nH]4)cc3)c2C1=O	86.6[activator]	4.2%	-1.1%	?	13.5%	-10.1%	20.2%	23.5%	-3.6%	22.1%[10 µM]	-7.2%
CCOC(=O)Cc1csc(SCc2cc(=O)oc3cc(O)ccc23)n1	-5.1	-3.1%	-1.5%	-15.0%	-5.1%	0.0%	-1.5%	-17.4%	1.0%	19.1%	-0.4%
O=C(OCC(=O)N1CCN(S(=O)(=O)c2ccc(Cl)cc2)CC1)C1CCC1	-9.5	4.0%	.	-2.4%	0.9%	3.4%	-1.7%	.	5.2%	.	.
O=C(Oc1cccnc1)c1cc(S(=O)(=O)N2CCOCC2)ccc1Cl	-4.9	2.7%	2.0%	5.0%	2.6%	3.2%	-0.9%	30.5%[activator]	-1.9%	14.8%	-0.7%
COc1ccc(C(=O)Sc2nncc3ccccc23)cc1	18.6	4.3%	1.7%	7.4%	4.5%	-19.1%	1.5%	-1.1%	2.8%	11.2µM*	?
CN1CCn2c1nc(N1CCCCC1)nc2=O	?	1.9%	-5.6%	-2.3%[1.84 µM]	-0.8%	1.0%	3.9%	8.5%	-1.9%	0.0%	0.3%
O=C1CCCN1CN1CCCCC1	8.0	-5.1%	0.4%	12.5%	-1.8%	-1.0%	0.4%	10.3%	-4.7%	-12.3%	-8.1%
O=C(Nc1ccccc1C(=O)N/N=C/c1ccccc1)c1ccco1	22.6	10.5%	-41.8%	13.2%	-3.2%	2.69µM*	27.7%	32.1%[activator]	?	?	-17.7%
CN1CCN(/N=C/c2ccc(Br)cc2)CC1	-22.8	10.0%	2.4%	5.62µM*	?	?	?	-39.2%	?	25.0%	9.5%
Fc1ccc(-n2nnc(-c3ccnc4ccccc34)n2)cc1	0.6	21.6%	-1.9%	5.7%	?	2.13µM*	3.98µM*	15.8%	25.4%	-2.7%	4.5%
O=S(=O)(c1ccc(F)cc1)N1CCN(CC(O)COc2ccccc2F)CC1 (configuration not stated)	-7.0	-0.9%	.	-23.2%	-6.9%	-0.7%	-12.6%	1.3%	1.4%	-2.6%	2.5%
Cc1cccc(N2CCN(C(=O)c3ccoc3C)CC2)c1C	-0.5	5.6%	8.4%	9.9%	0.0%	0.3%	-5.1%	-5.5%	-2.9%	-4.7%	6.4%
COc1c(/C=N/Nc2nc(N3CCCCC3)nc(N3CCCCC3)n2)cccc1[N+](=O)[O-]	-1.8	0.7%	-0.6%	-3.9%	-8.4%	2.9%	-0.2%	18.7%	-0.6%	0.316µM*	14.4%
COc1cc(C(=O)NNC(=S)NC(=O)c2ccccc2C)cc(OC)c1OC	-6.7	4.6%	3.9%	-59.6%	0.5%	1.5%	-2.5%	0.9%	1.7%	?	-13.0%
Cc1ccc(-c2csc(NC(=S)NC(=O)c3cc4ccccc4o3)n2)cc1	27.2	19.0%	-7.8%	4.6%	16.6%	-1.6%	28.1%	-14.8%	24.6%	2.4%	5.5%
Cc1ncsc1CCC(=O)N1CCCC(Nc2ccc(F)c(F)c2)C1 (configuration not stated)	-30.0	-9.3%	-10.1%	-2.7%	-1.0%	-2.9%	-3.1%	.	-0.1%	38.7%	2.9%
CC(C)(C)n1nc2c(c1NC(=O)Cc1ccccc1)CS(=O)(=O)C2	11.1	-0.9%	-1.2%	-2.7%	4.9%	-0.8%	2.9%	4.9%	-1.2%	-18.1%	-5.8%
c1ccc(CCCc2nc(-c3cccnc3)no2)cc1	-11.6	?	7.2%[11.5 µM]	72.2%	6.6%	?	28.6%	-6.7%	22.1%	?	1.4%
COc1ccc(NC(=O)CCN2C(=O)[C@@H]3[C@H](C2=O)[C@H]2C=C[C@@H]3C2)cc1	16.6	1.3%	-5.2%	15.0%	5.7%	-6.4%	-2.3%	.	7.5%	28.3%	3.5%
Cc1ccc(S(=O)(=O)c2nnn3c2nc(NC2CCN(Cc4ccccc4)CC2)c2ccccc23)cc1C	4.7	0.4%	.	-89.6%	-2.9%[9.26 µM]	0.6%	-2.1%	12.6%	-2.6%	?	?
CCCC[C@@H]1CNCCN1CC1(c2ccccc2)CC1	-12.7	-2.5%	.	11.6%	-4.2%	-0.5%	-2.1%	.	-3.9%	.	.
COc1ccc(NC(=O)CSc2nc(O)cc(=O)n2-c2ccccc2)cc1	2.9	0.7%	12.5%	-4.5%	3.9%	2.3%	-5.3%	.	0.3%	-0.7%	1.3%
CCCC[N+](CC#Cc1ccccc1)(CCCC)CCCS(=O)(=O)[O-]	41.4[activator]	2.0%	0.5%	19.5%	1.0%	0.3%	-0.4%	-0.7%	-3.6%	-7.0%	3.9%
Cc1cccc(NC(=O)c2ccc(S(=O)(=O)N3CCC(C)CC3)cc2)n1	20.6	-4.0%	-5.0%	-47.5%	-17.7%	-3.8%	-8.2%	.	-5.8%	42.3%	-3.8%
O=C(CSc1ncccc1-c1nc2ccccc2[nH]1)Nc1ccc2c(c1)OCCO2	-6.9	?	1.1%	0.0%	10.7%	26.9µM*	19.6%	4.0%	6.9%	?	19.9%
COc1ccc(OC)c(S(=O)(=O)Nc2cccnc2)c1	-2.2	3.9%	0.2%	4.2%	2.3%	-1.8%	2.9%	3.9%	-5.6%	8.0%	-7.4%

# Screens: PubChem, National Center for Advancing Translational Sciences (NCATS)
